LRH-1 inv ag – NR5A2 inverse agonism in reporter assay; HEK293T StAR-luciferase reporter, LRH-1 transfected, 24 h; inhibition, % at 3.6 µM; actives 0.13% (n = 360,000); O00482;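 active = inhibition above the mean inhibition of all tested compounds plus 3 SD, cut at about 73% in these data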;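 also: 0% = DMSO wells and 100% = reporter-only cells lacking LRH-1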
KKLEB tox – CF airway cell cytotoxicity counter-screen. AID 602141. activity change (cytotoxicity), % at 5 µM. actives 0.36% (n = 360,000). KKLEB CF airway cells viability, ATPlite luminescence, overnight; hits give low values; cells stimulated with P. aeruginosa culture filtrate;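 active = corrected activity change at or below -50% at 5 µM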
TWEAK Fn14 block – inhibitors of TWEAK-Fn14 interaction signaling. actives 2% (n = 360,000). TWEAK-stimulated Fn14 reporter cells, luciferase luminescence, 8 h. AID 1159606. inhibition, % at 10 µM; in the data active = inhibition above about 50%
SRC1 inh – human NCOA1 inhibition. HEK293 GAL4-SRC1 luciferase reporter, luminescence. actives 0.12% (n = 360,000). inhibition, % at 3.6 µM;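 active = inhibition above the campaign mean plus 3 SD, with each screening campaign given its own cutoff, cut at about 60% in these data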;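 also: 0% = DMSO treated cells and 100% = gossypol at 36 µM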
LMP1 NFkB inh – Epstein-Barr LMP1 NF-kappaB reporter inhibition; LMP1-induced NF-kappaB luciferase reporter cells, luminescence; inhibition, % at 12.5 µM; actives 0.69% (n = 350,000); AID 504558; in the data active = inhibition above about 41%;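 also: 0% = neutral control wells and 100% = reference inhibitor control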
NR2F2 inh – inhibitors of human COUP-TFII (NR2F2); HEK293T NGFI-A luciferase reporter, luminescence; inhibition, % at 8.6 µM; actives 0.7% (n = 370,000); AID 686940;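 active = inhibition above a per-plate cutoff, mean inhibition of test wells between control levels plus 3 SD, cut at about 38% in these data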;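 also: cells cotransfected with COUP-TFII expression vector driving the NGFI-A reporter; 0% = median of COUP-TF2 test wells and 100% = reporter-only cells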
TROY NFkB inh – blocks TROY-dependent signaling in reporter cells; Q293 LMP1-TROYcd NF-kB luciferase reporter, 4 h; inhibition, % at 10 µM; actives 0.98% (n = 360,000); AID 1347056;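 active = compounds whose plate-normalised and pattern-corrected inhibition of the luciferase reporter signal at the single screening dose is 50% or more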
Shn3 3UTR inh – reduces Shn3 3'UTR luciferase signal in osteoblasts; Clone20 osteoblast Shn3 3'UTR firefly luciferase, 24 h; inhibition, % at 12.5 µM; actives 0.52% (n = 360,000); AID 588674;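 active = mean inhibition of at least 75% with every replicate also reaching 75%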;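 also: 0% = median of neutral control wells and 100% = pilot-screen positive control compound; some compounds past the cut are filed as inactive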
CF NFkB inh – cystic fibrosis NF-kB activation inhibition; KKLEB NF-kB-GFP reporter, PAF-induced, GFP fluorescence overnight; inhibition, % at 5 µM; actives 0.86% (n = 360,000); AID 588850;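 active = at least 50% inhibition at 5 µM, scaled per plate between neutral and stimulator controls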;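 also: PAF is a Pseudomonas aeruginosa culture filtrate used as stimulus; plate controls were PAF-stimulated DMSO wells for no effect and unstimulated DMSO wells for full effect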
SRC3 inh – inhibitors of human steroid receptor coactivator 3 (SRC3). actives 0.17% (n = 360,000). inhibition, % at 3.6 µM. HEK293 GAL4-SRC3 luciferase reporter, luminescence. Q9Y6Q9;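 active = inhibition above a per-campaign cutoff, the mean of all compounds plus 3 SD, cut at about 60% in these data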;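 also: 0% = DMSO-treated cells and 100% = gossypol-treated cells at 36 µM; higher means less SRC3-driven luciferase light from the GAL4 reporter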
Target sequence (Q9Y6Q9 whole entry, looked up, the tested form may be a part): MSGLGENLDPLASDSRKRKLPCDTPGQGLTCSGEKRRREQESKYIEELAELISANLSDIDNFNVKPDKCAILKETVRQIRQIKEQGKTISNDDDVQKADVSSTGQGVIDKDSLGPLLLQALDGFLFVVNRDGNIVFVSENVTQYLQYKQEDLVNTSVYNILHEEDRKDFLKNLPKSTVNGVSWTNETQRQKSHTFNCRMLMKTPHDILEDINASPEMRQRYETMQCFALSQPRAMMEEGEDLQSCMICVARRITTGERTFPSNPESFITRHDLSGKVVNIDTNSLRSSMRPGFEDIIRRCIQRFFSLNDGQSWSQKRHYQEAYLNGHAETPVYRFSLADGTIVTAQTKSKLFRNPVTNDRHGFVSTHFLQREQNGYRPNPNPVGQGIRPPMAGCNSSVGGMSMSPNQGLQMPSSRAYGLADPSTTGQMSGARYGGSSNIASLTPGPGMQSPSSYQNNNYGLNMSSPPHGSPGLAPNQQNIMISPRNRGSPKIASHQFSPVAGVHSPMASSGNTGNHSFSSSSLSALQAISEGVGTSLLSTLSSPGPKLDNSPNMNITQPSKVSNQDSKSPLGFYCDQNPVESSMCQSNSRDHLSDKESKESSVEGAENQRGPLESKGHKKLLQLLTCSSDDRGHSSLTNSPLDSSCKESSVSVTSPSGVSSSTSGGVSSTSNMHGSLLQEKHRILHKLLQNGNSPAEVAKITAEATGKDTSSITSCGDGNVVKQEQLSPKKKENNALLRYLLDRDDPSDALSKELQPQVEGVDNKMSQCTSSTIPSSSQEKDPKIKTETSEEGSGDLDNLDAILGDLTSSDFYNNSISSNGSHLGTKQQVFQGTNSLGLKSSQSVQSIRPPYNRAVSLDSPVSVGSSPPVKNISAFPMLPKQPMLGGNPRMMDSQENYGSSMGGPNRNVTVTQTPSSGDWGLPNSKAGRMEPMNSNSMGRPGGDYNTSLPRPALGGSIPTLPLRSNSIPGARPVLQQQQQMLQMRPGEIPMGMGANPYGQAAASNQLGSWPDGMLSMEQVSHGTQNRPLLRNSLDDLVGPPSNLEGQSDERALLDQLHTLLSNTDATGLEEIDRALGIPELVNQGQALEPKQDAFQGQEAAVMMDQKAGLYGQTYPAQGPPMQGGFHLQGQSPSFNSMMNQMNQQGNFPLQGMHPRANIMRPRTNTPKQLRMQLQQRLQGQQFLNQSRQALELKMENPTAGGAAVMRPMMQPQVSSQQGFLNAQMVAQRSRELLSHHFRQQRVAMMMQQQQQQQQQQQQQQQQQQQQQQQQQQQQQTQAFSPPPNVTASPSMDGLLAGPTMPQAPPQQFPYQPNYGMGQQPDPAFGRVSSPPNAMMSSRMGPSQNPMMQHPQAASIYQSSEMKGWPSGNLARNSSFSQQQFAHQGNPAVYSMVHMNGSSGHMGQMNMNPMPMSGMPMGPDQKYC
TRAIL sens C8 – sensitizes caspase-8 expressing cells to TRAIL. NB7+C8 cells + TRAIL, ATPlite viability luminescence. inhibition (viability loss, TRAIL sensitization), % at 10 µM. actives 1% (n = 360,000);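 active = compounds causing at least 50% loss of cell viability in the single-dose screen, relative to plate controls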
An asterisk follows results filed as active; . = no result given.

SMILES | LRH-1 inv ag | KKLEB tox | TWEAK Fn14 block | SRC1 inh | LMP1 NFkB inh | NR2F2 inh | TROY NFkB inh | Shn3 3UTR inh | CF NFkB inh | SRC3 inh | TRAIL sens C8
CCS(=O)(=O)N1CCN(Cc2ccncc2)CC1 | -12 | 8 | 26 | -5 | 1 | -1 | 5 | -16 | 8 | 21 | 0
COc1ccc(OC)c(CCNC(=O)C(=O)Nc2ccc3nc4n(c(=O)c3c2)CCCCC4)c1 | 4 | -12 | -10 | 2 | 3 | 1 | 3 | 6 | 6 | 10 | -9
COCCn1c(SCC(=O)Nc2ccc(NC(C)=O)cc2)nc2ccccc2c1=O | 41 | 0 | -1 | 4 | 2 | 5 | -11 | -16 | 3 | -12 | 5
CC(=O)c1c(N=CN(C)C)nc(C)nc1-c1ccccc1 | -4 | -5 | 3 | 0 | 5 | 16 | 6 | 10 | -3 | 22 | -6
CCN(CC)S(=O)(=O)c1ccc(C)c(NC(=O)CNc2cccc(S(=O)(=O)N3CCOCC3)c2)c1 | 17 | -7 | 14 | 2 | 6 | 1 | 3 | 4 | 12 | -3 | -8
O=C(NCCc1csc(-c2ccccc2)n1)c1cccs1 | -3 | -11 | -12 | 1 | -5 | -13 | -12 | -7 | 0 | -6 | 23
O=C(Nc1cccs1)Nc1ccc(Br)cc1F | -48 | 4 | 25 | -60 | -8 | -2 | -20 | 16 | 1 | -31 | 6
O=C(NCCCN1CCOCC1)c1coc2ccccc2c1=O | 13 | 8 | 8 | -2 | 7 | 2 | 1 | 5 | -3 | 7 | -3
CCCCCC(=O)Nc1ccc(S(=O)(=O)NC2=NCCCCC2)cc1 | -4 | -20 | 5 | 2 | 5 | 2 | -3 | -9 | 0 | 14 | 6
CC(C)C[C@@H](CO)N1CCN(Cc2cccnc2)CCC1=O | -5 | 0 | 2 | -5 | 2 | 14 | -12 | -14 | 2 | 1 | 0
COC(=O)c1cc(C(=O)NCc2ccccc2)c(=O)[nH]c1C | -9 | 1 | -8 | 7 | -8 | -8 | -24 | 3 | 0 | -15 | 2
CCO[C@@H]1OC(C(=O)NCc2ccccc2)=C[C@H](c2ccc(Br)cc2)[C@H]1CCCO | -22 | -3 | 4 | 0 | -10 | 13 | -9 | -31 | 3 | -19 | -2
COC(=O)c1ccc(NC(=O)CNCc2ccncc2)cc1 | -23 | -1 | 19 | -18 | -9 | -7 | 7 | -9 | 24 | -10 | -10
NC(=O)C1CCN(C(=O)c2ccc(F)c(S(=O)(=O)N3CCOCC3)c2)CC1 | 6 | 1 | -3 | -10 | 0 | -31 | -9 | 6 | 12 | 1 | 4
S=C(Nc1cc(Cl)ccc1Oc1ccccc1)N1CCN(c2ccccn2)CC1 | -1 | -12 | -10 | -1 | -2 | 8 | 11 | 10 | 17 | 14 | -8
OC1(c2ccccc2)CCN(Cc2ccccc2)CC1 | 8 | -8 | 10 | 4 | -2 | -6 | -4 | -26 | -2 | 26 | -8
CCN(CC(=O)Nc1c(F)cccc1F)C(=O)CNC(=O)c1ccc(C)s1 | 11 | -1 | 1 | -22 | 3 | -8 | 10 | -10 | 15 | 23 | 18
O=c1[nH]c(=O)c2nc3c4ccccc4c4ccccc4c3nc2[nH]1 | 7 | 2 | -49 | 9 | -58 | 6 | -36 | 37 | -96 | 20 | 8
CCC1Oc2ccc(C)cc2N(CC(=O)NCc2cccs2)C1=O (stereo not drawn) | -19 | 15 | 0 | -11 | 1 | 7 | -2 | 12 | 5 | 9 | 7
COc1ccc(C(=O)NC(=S)NCc2ccc(-c3nc4ccccc4o3)cc2)cc1OC | -2 | -42 | -52 | -5 | 6 | -15 | -42 | 34 | 24 | 9 | -4
O=C(CCCSc1nc2sc3c(c2c(=O)[nH]1)CCC3)NCCO | 23 | 3 | 16 | -10 | -2 | 8 | 10 | -11 | -5 | -10 | 9
COc1ccc(C(=O)NC2CC(C)(C)Cc3c2cnn3-c2ccccc2)c(OC)c1 (stereo not drawn) | -3 | 13 | -10 | -3 | -5 | -1 | 5 | 10 | 6 | 24 | 4
Cc1ccccc1Cn1cc(S(=O)(=O)c2ccc(C(C)C)cc2)c(=O)c2cc3c(cc21)OCO3 | -11 | -6 | -16 | 0 | -13 | -20 | -1 | 9 | -7 | 14 | -20
Cc1oc(-c2ccc(Cl)cc2)nc1CS(=O)CC(=O)NC(C)c1ccccc1 (stereo not drawn) | -3 | 10 | -10 | -7 | -15 | -2 | -4 | 1 | -1 | -8 | -20
Cc1nc(SC(C(=O)c2ccccc2)c2ccccc2)nc2ccccc12 (stereo not drawn) | -27 | 4 | 8 | 4 | -4 | -7 | 11 | 13 | 15 | 16 | 3
Cc1cc(C)nc(-n2ncc3c2CC(c2ccc(F)cc2)CC3=O)n1 (stereo not drawn) | -1 | -4 | 0 | -3 | 5 | 1 | 12 | 13 | 8 | 10 | -4
O=C(C1CC(=O)N(c2ccc(F)c(Cl)c2)C1)N1CCOCC1 (stereo not drawn) | 5 | 0 | -4 | -12 | -11 | 11 | 1 | -20 | 1 | -4 | 3
CCOc1ccc(C2CC(c3ccc(F)cc3)n3ncnc3N2)cc1 (stereo not drawn) | 13 | 14 | -5 | -11 | -11 | 3 | -21 | -5 | 1 | -12 | -2
COc1ccc(N2CC(NC(=O)N3CCN(C(=O)c4ccco4)CC3)CC2=O)cc1OC (stereo not drawn) | -12 | 7 | -1 | -18 | 0 | 2 | 7 | -6 | 4 | 6 | -18
NS(=O)(=O)c1ccc(Nc2nc3ccccc3nc2NS(=O)(=O)c2cccc([N+](=O)[O-])c2)cc1 | 0 | 12 | 13 | 10 | -2 | -8 | 7 | 1 | 9 | -3 | -3

Filtered by structure: the entries above containing an NH in an aromatic ring
SMILES | LRH-1 inv ag | KKLEB tox | TWEAK Fn14 block | SRC1 inh | LMP1 NFkB inh | NR2F2 inh | TROY NFkB inh | Shn3 3UTR inh | CF NFkB inh | SRC3 inh | TRAIL sens C8
COC(=O)c1cc(C(=O)NCc2ccccc2)c(=O)[nH]c1C | -9 | 1 | -8 | 7 | -8 | -8 | -24 | 3 | 0 | -15 | 2
O=c1[nH]c(=O)c2nc3c4ccccc4c4ccccc4c3nc2[nH]1 | 7 | 2 | -49 | 9 | -58 | 6 | -36 | 37 | -96 | 20 | 8
O=C(CCCSc1nc2sc3c(c2c(=O)[nH]1)CCC3)NCCO | 23 | 3 | 16 | -10 | -2 | 8 | 10 | -11 | -5 | -10 | 9

Other structures
SMILES | LRH-1 inv ag | KKLEB tox | TWEAK Fn14 block | SRC1 inh | LMP1 NFkB inh | NR2F2 inh | TROY NFkB inh | Shn3 3UTR inh | CF NFkB inh | SRC3 inh | TRAIL sens C8
C/C(=N\Nc1ccc([N+](=O)[O-])cc1[N+](=O)[O-])C(C)C(C)C (stereo not drawn) | 16 | -2 | 12 | -11 | -3 | 1 | 2 | 65 | -15 | -1 | 1
COc1cc(NCCCn2cnc3c(OC)ncnc32)cc(OC)c1OC | 5 | -6 | -19 | 9 | 0 | -11 | -4 | -4 | 0 | 14 | -3
O=C(CSc1ccc(-c2ccc3c(c2)OCO3)nn1)Nc1nccs1 | -10 | -20 | -8 | 2 | -14 | 2 | -12 | -22 | 26 | -7 | 43
CCCNC(=O)COc1coc(CN2CCN(C(=O)c3ccco3)CC2)cc1=O | 15 | 4 | -1 | -7 | 0 | -24 | 1 | -7 | -5 | 14 | 6
CCCCCOc1ccc(NC(=O)C(=O)NCCC2=CCCCC2)cc1 | 0 | -2 | -1 | 15 | -4 | . | 0 | 14 | -3 | -3 | -5
Cc1ccccc1N=C(c1ccccc1)C1C(=O)c2ccccc2C1=O | 1 | -6 | 26 | 6 | . | 10 | 42 | 8 | 3 | -12 | 18
O=C(CC1C(=O)CCCC1=O)c1ccccc1 | -6 | 0 | 15 | -7 | -4 | -19 | 13 | 6 | 25 | -10 | -6
CC(C)(C)c1cc[n+](C2=C([O-])c3ccccc3C(=O)/C2=N\S(=O)(=O)c2cccs2)cc1 | 31 | -28 | 84* | 25 | . | 7 | 70* | 30 | 75* | 43 | 54*
CCCCCNC(=O)c1cc(S(=O)(=O)N2CCCC2)ccc1F | -4 | 8 | -2 | 15 | -4 | 4 | 6 | -11 | -5 | 7 | 0
COc1cc2nc(C(C)(C)C)oc(=O)c2cc1OC | 13 | 1 | -17 | 3 | -1 | -19 | 8 | -5 | 7 | 25 | 0
Cc1nc(Cl)sc1C(=O)Nc1ccc(C(C)(C)C)cc1 | -14 | -16 | -37 | -20 | -21 | -10 | -60 | -73 | 4 | -45 | 20
CN(C(=O)CSc1nc(N)cc(=O)[nH]1)C1CCCCC1 | 20 | 17 | 3 | 6 | -2 | -4 | -6 | -5 | 1 | -1 | -25
COc1cc(C23CCCN(CCC(C(C)(C)C)C2)C32OCCO2)cc(OC)c1OC (stereo not drawn) | 7 | . | 6 | . | . | 7 | 7 | . | . | . | -17
Cc1c(C(=O)O)nn(-c2cccc(C(F)(F)F)c2)c(=O)c1C#N | -6 | 7 | -1 | 4 | -9 | -2 | 14 | -30 | 9 | 15 | 7
O=C(NNC(=O)c1cc([N+](=O)[O-])ccc1Cl)c1cccs1 | 23 | -2 | 2 | -5 | 0 | -5 | 18 | -18 | -13 | -8 | 11
Cc1ccc(NS(=O)(=O)c2ccc(NC(=O)CN(c3cc([N+](=O)[O-])ccc3C)S(C)(=O)=O)cc2)c(C)c1 | 4 | 25 | 62* | -19 | -71 | -27 | 39 | 45 | -17 | 5 | 5
COc1ccc(-c2noc(CCC(=O)Nc3cccnc3)n2)cc1OC | 2 | -9 | -2 | -8 | -5 | -9 | 9 | 23 | 0 | -10 | -7
Cc1cccc(NC(=O)Cn2cc(C=O)c3ccccc32)c1 | 10 | -11 | 22 | 11 | -11 | 29 | 17 | 63 | 20 | 20 | 10
O=C(COC(=O)CNC(=O)c1ccccc1)Nc1ccccc1Cl | 14 | -13 | 18 | -13 | -22 | 18 | 41 | -24 | 16 | -13 | 11
CC(C)=CC(=O)Nc1ccccc1Br | -20 | 11 | -9 | 10 | 0 | . | 5 | -41 | 6 | -19 | 11
O=C(O)c1ccc(Cl)c(NCc2cccs2)c1 | -15 | 13 | -11 | 12 | -4 | 13 | 5 | 3 | -13 | 5 | 5
Cc1ccc(S(=O)(=O)N2CCC(=O)CC2c2ccccc2)cc1 (stereo not drawn) | 7 | 10 | 13 | -7 | 1 | 6 | 0 | -16 | -1 | 8 | 3
Cc1cc(Cl)ccc1NC(=O)COC(=O)c1nc2nccc(C)n2n1 | 12 | 2 | -11 | -5 | -14 | 12 | 12 | -4 | -5 | 2 | -7
CCCOC(=O)c1ccc(-c2c(C)noc2-c2ccc(OC)cc2O)o1 | 11 | 4 | 13 | -7 | 19 | 5 | 35 | 5 | 25 | 28 | -16
CCCOc1ccc(/C=N/NC(=O)C2CC2)c(OCCC)c1 | -11 | -19 | 7 | 4 | 5 | -5 | 18 | -13 | 6 | -8 | 13
CCc1ccc(-c2cc(N)n(-c3ccccc3)n2)cc1 | -168 | 3 | -36 | -131 | -48 | -48 | -58 | -106 | -15 | -82 | 46
COc1ccc(NC(=O)NCCN2CCN(c3ccc(C)cc3)CC2)c(Cl)c1 | 1 | -16 | -8 | -2 | 3 | 0 | 28 | -2 | 5 | 9 | -22

Screening data (PubChem)

A portion of the library; the hit share may differ from the screen's.
